CHO parental Ca: ATP-evoked calcium signal inhibitors, parental CHO, primary screen, counter-screen for OX1R antagonist project, cell-based, fluorescence, Fluo-8 calcium dye | parental CHO-K1, ATP-induced calcium, Fluo-8 fluorescence | inhibition, % at 5.6 µM | 0.63% of 330,000 active;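 active = inhibition above that plate's mean sample inhibition plus 3 SD, cut at about 26% in these data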;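 also: 0% = ATP-challenged DMSO wells and 100% = DMSO wells without ATP; some compounds past the cut are filed as inactive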
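Material: parental CHO cells / Compound: single nominal dose of 5.6 µM per compound / Signal: Fluo-8 fluorescence / Replicates: singlicate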
M1 PAM: human M1 muscarinic receptor positive allosteric modulators, primary screen, CHO-K1 cells, Fluo-8 calcium fluorescence, 1536-well; Muscarinic acetylcholine receptor M1 (Homo sapiens), P11229; CHO-K1 hM1, ACh EC20; 0% = ACh EC20, 100% = maximal ACh; activation, % at 3 µM; 0.088% of 360,000 active; in the data active = activation above about 19%, passing the limit was not always enough
Target sequence (P11229 whole entry, looked up): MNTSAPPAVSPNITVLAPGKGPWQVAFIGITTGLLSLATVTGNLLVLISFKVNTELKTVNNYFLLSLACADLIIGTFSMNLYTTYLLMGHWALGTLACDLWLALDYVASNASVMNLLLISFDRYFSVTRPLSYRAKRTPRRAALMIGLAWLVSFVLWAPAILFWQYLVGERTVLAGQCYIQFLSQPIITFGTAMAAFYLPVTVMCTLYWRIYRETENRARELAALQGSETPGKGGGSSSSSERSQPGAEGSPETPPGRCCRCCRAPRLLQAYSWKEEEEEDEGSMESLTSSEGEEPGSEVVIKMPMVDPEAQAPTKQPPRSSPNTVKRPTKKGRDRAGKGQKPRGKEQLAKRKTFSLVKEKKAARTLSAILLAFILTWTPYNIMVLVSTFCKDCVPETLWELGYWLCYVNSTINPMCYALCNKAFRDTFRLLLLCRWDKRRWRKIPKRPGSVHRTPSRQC
M1 ag parental: counter-screen for M1 agonists: effect in parental CHO-K1 cells. Fluo-8 calcium fluorescence; scaled to maximal ATP response, vehicle zero. activation, % at 3 µM. 0.48% of 360,000 active; in the data active = activation above about 15%;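 also: untransfected CHO-K1 host cells lacking M1 receptor as counterscreen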
CHRM4 agonist: human M4 muscarinic receptor agonists, primary screen, CHO-K1 cells, Fluo-8 calcium fluorescence; CHO-K1 hM4/Gqi5; vehicle 0%, full acetylcholine response 100%; activation, % at 3 µM; Muscarinic acetylcholine receptor M4 (Homo sapiens), P08173; 0.14% of 360,000 active;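 active = activation above the run mean over all test wells plus 3 SD, cut at about 32% in these data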;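 also: peak over basal fluorescence ratio per well then scaled between controls; 0% = DMSO wells and 100% = acetylcholine at EC100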
Target sequence (P08173 whole entry, looked up): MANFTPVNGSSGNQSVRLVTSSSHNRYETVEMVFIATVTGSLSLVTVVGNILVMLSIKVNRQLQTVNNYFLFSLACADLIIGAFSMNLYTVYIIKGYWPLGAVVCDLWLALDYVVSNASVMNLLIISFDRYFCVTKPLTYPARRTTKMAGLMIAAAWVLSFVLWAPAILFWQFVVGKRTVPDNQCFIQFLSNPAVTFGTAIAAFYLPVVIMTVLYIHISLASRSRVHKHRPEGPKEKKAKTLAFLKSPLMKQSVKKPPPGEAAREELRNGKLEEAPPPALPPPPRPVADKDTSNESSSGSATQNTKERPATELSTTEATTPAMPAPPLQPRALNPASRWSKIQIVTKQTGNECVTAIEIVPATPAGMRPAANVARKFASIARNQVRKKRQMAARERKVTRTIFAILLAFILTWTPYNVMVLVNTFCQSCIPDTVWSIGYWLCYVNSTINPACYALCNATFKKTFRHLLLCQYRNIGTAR
M1 antag: human M1 muscarinic receptor antagonists, primary screen, CHO-K1 cells, Fluo-8 calcium fluorescence, 1536-well | inhibition, % at 3 µM | 1.3% of 360,000 active | Muscarinic acetylcholine receptor M1 (Homo sapiens), P11229 | CHO-K1 hM1, ACh EC80 antagonist;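 active = percent inhibition above its own plate's cutoff, namely the mean of that plate's compound wells plus 3 SD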;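 also: peak over basal fluorescence ratio during 140 s after agonist addition; 0% = ACh EC80 plus DMSO and 100% = DMSO alone without agonist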
CHO-K1 Ca antag: M1 antagonist counterscreen hit in parental CHO-K1 cells | ATP-induced calcium, Fluo-8 fluorescence | inhibition, % at 3 µM | 0.6% of 360,000 active;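 active = inhibition above a per-plate cutoff, the plate's mean sample inhibition plus 3 SD, cut at about 24% in these data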;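 also: 0% = DMSO plus EC80 ATP and 100% = DMSO alone without ATP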
CHRM1 agonist: human M1 muscarinic receptor agonists, primary screen, Fluo-8 calcium fluorescence, CHO-K1 cells, HTS. 0.33% of 360,000 active. activation, % at 3 µM. Muscarinic acetylcholine receptor M1 (Homo sapiens), P11229. CHO-K1 hM1, agonist mode; 0% DMSO, 100% acetylcholine EC100;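 active = activation above the run's mean compound activation plus 3 SD, cut at about 16% in these data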;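 also: peak over basal fluorescence ratio within a 140 s kinetic read after compound addition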
CHRM4 antagonist: human M4 muscarinic receptor antagonists, primary screen, CHO cells, Fluo-8 calcium fluorescence; CHO-hM4 cells, ACh EC80; inhibition, % at 3 µM; AID 624125, 2012; 0.73% of 360,000 active;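 active = inhibition above its plate's cutoff, the mean inhibition of sample wells plus 3 SD, cut at about 27% in these data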;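 also: 0% = acetylcholine EC80 with DMSO and 100% = DMSO without agonist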
OXTR potentiator: human OXTR potentiators, primary screen, fluorescence, CHO-OTR cells, Fluo-8 calcium. Oxytocin receptor (Homo sapiens), P30559. Fluo-8 calcium fluorescence, potentiator mode; 0% = oxytocin EC15, 100% = EC100. activation, % at 3 µM. 0.061% of 320,000 active. AID 2445, 2010;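 active = activation above that plate's cutoff, the mean activation of tested compounds plus 3 SD, cut at about 6.6% in these data, passing the limit was not always enough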;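 also: 100% uses oxytocin at 75 nM as the full agonist control; some results filed as inactive read as strong as hits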
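Assay system: CHO cell line stably expressing human OTR | Also added: Oxytocin at about EC15, sub-maximal agonist stimulus | Times: Compound 6 min at room temperature before oxytocin, 100 s read | Measured by: Fluo-8 intracellular calcium fluorescence, ex 470-495, em 515-575 nm | Controls: EC15 oxytocin alone as 0%, 75 nM oxytocin as 100%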
* = called active by the depositor; x = not tested or not shown.

#1 CCn1cc(C(=O)N2CCc3ccccc32)c(=O)c2cc(S(=O)(=O)N3CCOCC3)ccc21
#2 O=C(CSc1nnc2ccccn12)Nc1ccc(S(=O)(=O)N2CCOCC2)cc1
#3 COCCN(CCOC)c1nc(-c2ccc(C)cc2)nc2ccccc12
#4 CCOC(=O)/C(C#N)=C/c1cc2ccccc2nc1N1CCOCC1
#5 O=C1CSC(c2ccccc2)N1CC12CC3CC(CC(O)(C3)C1)C2 (stereo not given)
#6 COc1ccc(NC(=O)[C@H](C)NC(N)=O)cc1S(=O)(=O)Nc1cc(C)ccc1Br
Assay by compound	1	2	3	4	5	6
CHO parental Ca	-5	0	-20	-8	-16	14
M1 PAM	0	-6	-13	-3	4	2
M1 ag parental	0.7	0.0	3.2	3.6	0.3	0.8
CHRM4 agonist	0	0	10	9	0	2
M1 antag	4	8	25	5	4	-2
CHO-K1 Ca antag	8	-2	4	-1	7	-7
CHRM1 agonist	-5	-9	-5	-3	-5	-4
CHRM4 antagonist	7	13	2	2	1	8
OXTR potentiator	1	-2	-14	-4	-12	-10

#7 O=C(CCSc1ccccc1)Nc1nc2c(s1)COc1ccccc1-2
#8 Cc1c(C(=O)NCCCN2CCCC2=O)oc2c(Cl)cccc12
#9 CCN(CC)C(=S)SCC(=O)Nc1ccc(F)cc1
#10 O=C(NC(=S)Nc1ccc(NC(=O)c2cccs2)cc1)c1ccc([N+](=O)[O-])cc1
#11 O=C(COC(=O)c1ccc(-n2cnnn2)cc1)c1ccc(Br)cc1
#12 CCN(CC)CC(=O)Nc1ccc2c(c1)Nc1ccccc1CC2
Assay by compound	7	8	9	10	11	12
CHO parental Ca	-15	-16	-9	2	x	3
M1 PAM	8	12	8	5	1	14
M1 ag parental	2.5	1.5	5.2	1.8	1.4	1.8
CHRM4 agonist	8	2	11	1	1	5
M1 antag	-8	-6	-27	-3	9	-5
CHO-K1 Ca antag	2	-15	-10	-10	-4	-7
CHRM1 agonist	4	-4	0	-2	-1	-3
CHRM4 antagonist	-23	-13	-10	6	1	0
OXTR potentiator	-8	-7	2	-4	x	-9

#13 CCCn1nnnc1SCC(=O)NCc1ccc(OC)cc1
#14 CCCC(=O)Oc1ccc(C2NC(=O)c3ccccc3O2)cc1 (stereo not given)
#15 COc1cc(CC(=O)OCC(=O)N2CCN(C(=O)c3ccco3)CC2)cc(OC)c1OC
#16 COCCSc1nc(N)c2c3c(sc2n1)CN(C)CC3
#17 Cc1ccc2c(c1)N(CC(=O)NCc1cccs1)C(=O)C(C)O2 (stereo not given)
#18 CN(CC(=O)Nc1cccc(F)c1)C(=O)Cn1cnc2c1c(=O)n(C)c(=O)n2C
Assay by compound	13	14	15	16	17	18
CHO parental Ca	-6	1	-14	-6	-1	-10
M1 PAM	9	11	17	1	11	4
M1 ag parental	-0.1	-0.9	0.1	0.7	-0.1	0.6
CHRM4 agonist	0	1	1	0	1	0
M1 antag	-28	-12	-15	-1	-10	-18
CHO-K1 Ca antag	5	14	-14	-10	-1	-11
CHRM1 agonist	-2	-3	-2	-7	-2	-3
CHRM4 antagonist	-7	9	-5	-3	5	-15
OXTR potentiator	-4	2	-6	-13	-18	1

#19 COC(=O)c1cccc(C(=O)Nc2ccc(F)cc2)n1
#20 COc1cccc(CNc2ccc(C)c(Cl)c2)c1
#21 O=C1CC(c2cccc(Cl)c2)Cc2nc(N3CCN(c4ccccc4)CC3)ncc21 (stereo not given)
#22 O=c1[nH]nc(N/N=C/c2ccccc2OC(F)F)c(=O)[nH]1
#23 Cc1ccc(S(=O)(=O)Nc2cccc(-n3cnnn3)c2)cc1
#24 C=CC[n+]1ccn(-c2nc3ccccc3nc2[N-]S(=O)(=O)c2cccs2)c1
Assay by compound	19	20	21	22	23	24
CHO parental Ca	-4	-22	1	-6	4	-6
M1 PAM	12	7	1	8	-5	4
M1 ag parental	0.3	17*	-0.1	0.4	6.0	0.7
CHRM4 agonist	3	-1	0	0	1	1
M1 antag	-11	-11	-8	-5	16	-6
CHO-K1 Ca antag	2	1	-5	-7	-9	14
CHRM1 agonist	1	-11	-2	-3	4	-7
CHRM4 antagonist	-1	-6	4	14	6	-3
OXTR potentiator	1	-13	-8	9	-3	5

#25 O=C(Cn1c(=O)oc2ccccc21)N1CCCC1
#26 Cc1ccc(-n2c(-c3ccncc3)nnc2-c2ccco2)cc1
#27 COc1ccc(CCNC(=O)c2cc3ccc(Cl)cc3nc2N)cc1
#28 CC(C)c1cc(C(=O)O)on1
#29 COc1ccc(OCC(=O)N2CCC(n3nccc3NC(=O)C3CC3)CC2)cc1
#30 CCOC(=O)CNC(=O)C(Cc1ccccc1)NC(=O)OCc1ccccc1 (stereo not given)
Assay by compound	25	26	27	28	29	30
CHO parental Ca	-2	-16	x	0	-15	0
M1 PAM	15	5	x	9	5	9
M1 ag parental	-0.3	0.1	12	-0.3	0.1	0.3
CHRM4 agonist	0	0	20	1	0	0
M1 antag	-6	-10	x	-5	1	-2
CHO-K1 Ca antag	-8	-4	33*	-8	-10	-3
CHRM1 agonist	2	-3	x	-3	-1	-1
CHRM4 antagonist	-10	-2	13	-1	-3	-7
OXTR potentiator	-10	-8	x	4	-1	-7

#31 O=[N+]([O-])c1ccc(C=NN2CCNC2=S)o1
#32 O=C(Nc1cccc2c1C(=O)NC2=O)c1cccc(N2C(=O)CCC2=O)c1
#33 CCN(Cc1ccccc1)C(=O)c1cccc(S(=O)(=O)N2CCN(Cc3ccccc3)CC2)c1
#34 CCN(CC)S(=O)(=O)c1ccc(N2CCOCC2)c(NC(=O)c2cccc3c(=O)c(C)c(-c4ccccc4)oc23)c1
#35 Cc1c(NC(=O)CSc2nc3ccc(Cl)cc3[nH]2)c(=O)n(-c2ccccc2)n1C
#36 COc1ccc(C(c2c(O)cc(C)oc2=O)c2c(O)cc(C)oc2=O)cc1
Assay by compound	31	32	33	34	35	36
CHO parental Ca	x	-16	-20	-8	-26	3
M1 PAM	7	6	-8	-9	11	-1
M1 ag parental	0.2	0.6	3.6	4.9	-0.6	0.4
CHRM4 agonist	1	3	9	11	0	-1
M1 antag	-14	-8	11	25	-17	3
CHO-K1 Ca antag	-12	-7	6	-10	1	-17
CHRM1 agonist	0	-1	-3	-3	-4	-3
CHRM4 antagonist	-6	12	-2	8	-6	1
OXTR potentiator	x	-2	-13	-15	-1	-6

#37 O=C(OCc1cccc(C(F)(F)F)c1)c1cc(S(=O)(=O)N2CCOCC2)ccc1F
#38 CC1CN(C(=O)COC(=O)/C=C/c2ccccc2)CC(C)O1 (stereo not given)
#39 CC1(C)CC(=O)C=C(c2ccc(I)cc2)C1
#40 Cc1cc(=O)[nH]c2c1c(C)nn2C1CCCCC1
#41 COc1ccc(Nc2nc(NCc3ccco3)nc(N)c2[N+](=O)[O-])cc1
#42 Cc1nnc(SCC(=O)NC2CC2)n1CCc1ccccc1
Assay by compound	37	38	39	40	41	42
CHO parental Ca	-5	x	-22	-5	5	9
M1 PAM	3	-14	4	9	21	0
M1 ag parental	0.5	0.3	-0.9	0.2	0.3	0.2
CHRM4 agonist	9	1	-1	2	0	1
M1 antag	0	29*	-2	-7	-18	-1
CHO-K1 Ca antag	0	4	-21	-12	-13	-8
CHRM1 agonist	0	-1	-7	1	1	-3
CHRM4 antagonist	-10	12	-3	3	1	-10
OXTR potentiator	-2	x	3	6	5	-2

#43 CC1Cc2cc(C3(O)C(=O)c4ccccc4C3=O)ccc2N1 (stereo not given)
#44 CCN1C(=NCC2CC2)N[C@@H](c2ccccc2)C(C(=O)OC)=C1C
#45 COc1ccc(NC2=C(C)C(=O)CC2)cc1
#46 CCc1cc(=O)oc2c(C)c(O)c(CN3CCCCC3)cc12
#47 O=C(c1ccco1)N1CCN=C1SCc1ccccc1F
#48 Cc1noc(C)c1CN1C(=O)NC2(CCc3ccccc3C2)C1=O (stereo not given)
Assay by compound	43	44	45	46	47	48
CHO parental Ca	-5	-2	0	-24	-6	-19
M1 PAM	-14	1	6	9	-1	9
M1 ag parental	0.5	0.6	0.3	0.1	0.2	1.1
CHRM4 agonist	0	0	0	0	1	2
M1 antag	7	-8	-34	-15	4	-5
CHO-K1 Ca antag	-17	-22	-9	-5	11	-11
CHRM1 agonist	-14	-9	-1	-5	0	-5
CHRM4 antagonist	31*	-5	4	-1	6	4
OXTR potentiator	-5	5	-5	-1	-7	-17

#49 CN1CCN(CCOc2ccc(-c3ccccc3)cc2)CC1
#50 COc1ccc(-c2cc(C(=O)Nc3c(C)nn(Cc4ccccc4Cl)c3C)no2)cc1OC
#51 CCOC(=O)c1c(-c2ccccc2)nc2ccc(Cl)cn12
#52 Cc1cc2c(OCC(O)CNC(C)(C)C)cccc2[nH]1 (stereo not given)
#53 CSC1=C(C#N)C(c2ccccc2Cl)C(C(=O)c2cccs2)C(O)(C(F)(F)F)N1 (stereo not given)
#54 COC(=O)c1ccc(N2CCOCC2)c(NC(=O)Nc2cccc(OC)c2)c1
Assay by compound	49	50	51	52	53	54
CHO parental Ca	7	-9	-25	-4	3	1
M1 PAM	2	5	5	4	-11	5
M1 ag parental	5.9	1.1	0.8	0.0	3.9	0.4
CHRM4 agonist	5	2	1	0	11	3
M1 antag	-4	-6	-5	-33	21	-6
CHO-K1 Ca antag	-9	-33	-7	-4	-1	14
CHRM1 agonist	-6	-8	-7	-2	-8	-4
CHRM4 antagonist	1	0	-5	-2	4	0
OXTR potentiator	-22	-8	-2	-9	-5	-6

#55 CC(O)CNc1nc2c(c(=O)n(C)c(=O)n2C)n1CCc1ccccc1 (stereo not given)
#56 CCC(=O)c1ccc(N2CCCCC2)c(F)c1
#57 O=C(Cn1cnnn1)Nc1ccccc1Cc1ccccc1
#58 CCCn1c(SCC(=O)N2CC(=O)Nc3ccccc32)n[nH]c1=O
Assay by compound	55	56	57	58
CHO parental Ca	-4	-9	4	-4
M1 PAM	8	4	9	6
M1 ag parental	0.3	-0.2	-0.1	1.0
CHRM4 agonist	1	0	1	0
M1 antag	-12	-5	-8	-10
CHO-K1 Ca antag	-7	8	9	-12
CHRM1 agonist	3	-5	-1	-1
CHRM4 antagonist	10	4	8	1
OXTR potentiator	4	-6	-6	-4

From PubChem BioAssay
